Bioassay records: PubChem BioAssay, several laboratories
DAX1 inh-1 – DAX1 (NR0B1) inhibitors on StAR promoter, primary screen, cell-based, luminescence, SF-1 (NR5A1), full-length DAX-1 | inhibition, % at 6.8 µM | HEK293T StAR-luciferase reporter, SF-1/DAX-1 repression relief | AID 652010, 2013 | hit rate 1.1% among 370,000;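 active = inhibition above the mean over all tested compounds plus 3 SD, cut at about 3.6% in these data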;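 note: 0% = DAX-1 cells with DMSO and 100% = cells lacking DAX-1 with DMSO; higher inhibition means more luminescence from relief of DAX-1 repression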
Rev-erbA mod – modulators of Rev-erb alpha DNA binding, primary screen, biochemical, FITC-DNA, fluorescence polarization, uHTS; Nuclear receptor subfamily 1 group D member 1 (Homo sapiens), P20393; Rev-erbα–FITC-DNA binding, 90 min; activity, % at 10 µM; hit rate 0.79% among 370,000;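 active = activity above about 14%, limit read from the data; passing the limit was not always enough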;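 note: 0% = DMSO wells with 35 nM protein and 100% = DMSO wells with 750 nM protein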
Target sequence (P20393 whole entry, looked up): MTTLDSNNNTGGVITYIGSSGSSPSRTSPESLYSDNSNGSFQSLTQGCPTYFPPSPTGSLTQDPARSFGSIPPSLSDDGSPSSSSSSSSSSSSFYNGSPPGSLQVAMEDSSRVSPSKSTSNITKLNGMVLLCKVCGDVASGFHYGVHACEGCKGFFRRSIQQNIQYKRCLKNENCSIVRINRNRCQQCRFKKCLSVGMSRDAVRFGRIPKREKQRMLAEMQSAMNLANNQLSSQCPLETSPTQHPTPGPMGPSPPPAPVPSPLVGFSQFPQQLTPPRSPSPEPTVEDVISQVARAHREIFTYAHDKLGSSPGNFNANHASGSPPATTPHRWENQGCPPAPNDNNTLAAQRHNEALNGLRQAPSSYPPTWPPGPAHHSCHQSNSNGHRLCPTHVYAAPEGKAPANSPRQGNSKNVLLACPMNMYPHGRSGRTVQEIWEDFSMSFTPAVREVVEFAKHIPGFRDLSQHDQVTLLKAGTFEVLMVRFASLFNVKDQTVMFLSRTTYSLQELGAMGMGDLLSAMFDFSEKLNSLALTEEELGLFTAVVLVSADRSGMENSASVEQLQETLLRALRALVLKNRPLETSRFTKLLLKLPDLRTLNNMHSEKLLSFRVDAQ
SMARCA2 act – SMARCA2 (BRM) function activators, primary screen, cell-based, luminescence, high throughput; MG213 cells, MMTV-luciferase reporter, dexamethasone, overnight; hit rate 1% among 370,000; activation, % at 9.1 µM; AID 652017, 2013; in the data active = activation above about 7.8%;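 note: 0% = vehicle wells and 100% = reference activator wells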
PLCb3 inh – human PLC-beta3 inhibitors, primary screen, biochemical, fluorescence; hit rate 0.18% among 370,000; AID 720704, 2013; Purified PLC-beta3, fluorogenic substrate; inhibition, % at 12.2 µM; in the data active = inhibition above about 11%;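 note: 0% = median of compound wells on plate and 100% = full blocker control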
DAX1 inh-2 – DAX1 (NR0B1) inhibitors, primary screen, cell-based, HEK293, Gal4-DAX1, luciferase luminescence. Nuclear receptor subfamily 0 group B member 1 (Homo sapiens), P51843. HEK293 Gal4-DAX1 luciferase reporter. inhibition, % at 6.75 µM. hit rate 0.99% among 340,000. AID 504766, 2011;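 active = inhibition above the mean over all tested compounds plus 3 SD, cut at about 4.2% in these data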;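 note: 0% = DAX1-transfected cells with DMSO and 100% = empty-vector control cells with DMSO; inhibition shows as a rise in luminescence from relieved DAX1 repression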
Target sequence (P51843 207-470 limits assumed): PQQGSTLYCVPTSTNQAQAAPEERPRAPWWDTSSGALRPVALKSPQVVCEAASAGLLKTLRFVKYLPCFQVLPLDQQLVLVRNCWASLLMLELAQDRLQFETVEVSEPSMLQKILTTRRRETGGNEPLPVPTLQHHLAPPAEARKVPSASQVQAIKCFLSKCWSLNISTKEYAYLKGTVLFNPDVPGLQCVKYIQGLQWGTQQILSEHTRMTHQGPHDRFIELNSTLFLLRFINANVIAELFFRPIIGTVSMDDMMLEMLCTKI
sPLA2-III inh – human group III sPLA2 inhibitors, primary screen, biochemical, QFRET, BODIPY PC-A2 liposome substrate. Group 3 secretory phospholipase A2 (Homo sapiens), Q9NZ20. QFRET BODIPY PC-A2 liposome hydrolysis, fluorescence. inhibition, % at 12.2 µM. hit rate 0.56% among 370,000. AID 743126, 2013;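 active = inhibition above mean plus 3 SD of compounds lying within the high and low control bounds, cut at about 19% in these data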;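 note: 0% = median of test compound wells and 100% = no enzyme DMSO wells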
FXN GAA850 act – FXN promoter activators, primary screen, cell-based, luciferase luminescence, HEK293 lucGAA850; HEK293 lucGAA850 FXN promoter luciferase reporter, 24 h; percent of 10 µM SAHA response; activation, % at 6 µM; hit rate 0.56% among 360,000; AID 540364, 2011;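 active = activation above the average of all compounds screened plus 3 SD, cutoff fixed separately per campaign, cut at about 7.5% in these data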;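 note: 0% = DMSO wells and 100% = 10 µM SAHA wells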
hcDAF12 agonist – H. contortus DAF-12 nuclear receptor activators, primary screen, cell-based, luminescence, HEK293, lit1-tk-luc reporter; HEK293 hcDAF-12 lit1-tk-luc reporter; 0% DMSO, 100% Δ7-dafachronic acid; activation, % at 6.8 µM; hit rate 1.4% among 370,000;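 active = activation above the mean of all tested compounds plus 3 SD, cut at about 5.5% in these data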;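 note: 100% = response to 3 µM Δ7-dafachronic acid high control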
ssDAF-12 act – S. stercoralis DAF-12 nuclear receptor activators, primary screen, cell-based, luminescence, HEK293, GRIP1 co-expression, lit1-tk-luc; Nuclear hormone receptor DAF-12 (Strongyloides stercoralis); HEK293 ssDAF-12/GRIP1 lit1-tk-luc reporter; % of 3 µM dafachronic acid response; activation, % at 6.8 µM; hit rate 1% among 370,000; AID 652126, 2013;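 active = activation above the mean over all tested compounds plus 3 SD, cut at about 0.9% in these data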;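 note: 0% = DMSO-only wells and 100% = 3 µM delta7-dafachronic acid wells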
hgDAF-12 ag – H. glycines DAF-12 receptor agonists, primary screen, cell-based, luminescence, HEK293, GAL4 fusion, UAS-luciferase | Nuclear hormone receptor DAF-12 (Heterodera glycines), GAL4 fusion | HEK293 GAL4-hgDAF12 UAS-luciferase reporter, agonist luminescence; normalized to butyrate control | activation, % at 6.8 µM | hit rate 1.8% among 370,000 | AID 687014, 2013;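 active = activation above a cutoff set at the mean of all screened compounds plus 3 SD, cut at about 10% in these data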;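 note: 0% = DMSO wells and 100% = sodium butyrate wells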
PG9 binder – binders of HIV-1 gp120 antibody PG9, primary screen, biochemical, TR-FRET; HIV-1 gp120 / PG9 antibody interaction; TR-FRET gp120-PG9 antibody binding; inhibition, % at 6.7 µM; hit rate 0.43% among 360,000; in the data active = inhibition above about 8.5%
Numbers without * were called inactive; i = inactive; · = not tested or not shown.

SMILES	DAX1 inh-1	Rev-erbA mod	SMARCA2 act	PLCb3 inh	DAX1 inh-2	sPLA2-III inh	FXN GAA850 act	hcDAF12 agonist	ssDAF-12 act	hgDAF-12 ag	PG9 binder
C=CCn1c(CSc2nc3ccccc3s2)nnc1SCC(=O)NCc1ccco1	0.2	1	1	-4	-0.3	-11	-1.6	0.9	-0.8	0.9	-0.4
Cc1ccc(NC(=O)Nc2ccc3c(c2)N(C)C(=O)CS3)nc1	-1.5	-26	-5	-2	-2.6	-2	-0.7	-2.7	-2.3	-4.4	-1.2
CC1(C)Cc2c(c(-c3ccccc3)nc(N3CCCC3)c2C(N)=O)CO1	-0.5	-1	-2	-22	-0.6	1	-1.3	-2.0	-0.7	-2.5	-0.9
CN(C(=O)CC1C(=O)NCCN1Cc1ccccc1C(F)(F)F)C1CCOCC1 (stereo not given)	-0.1	1	-2	-51	-0.2	-1	2.3	2.6	-1.0	0.6	-0.6
O=C1CSC(c2ccccn2)N1c1ccc(Br)cc1 (stereo not given)	-0.9	-3	4	3	-0.6	5	2.6	-0.1	-1.3	5.0	-1.2
CCNC(=S)N/N=C(\C)c1ccc(Cl)s1	-0.8	3	-1	0	-0.7	6	2.1	-1.3	-1.3	-1.7	-1.1
COc1cccc(C(C#N)NCCCNC(C#N)c2cccc(OC)c2OC)c1OC (stereo not given)	0.3	-2	-3	8	-0.9	0	0.0	-0.5	-0.5	2.5	0.3
Cc1ccc(OCC(=O)Nc2ccc3c(c2)OCO3)c([N+](=O)[O-])n1	1.1	2	6	1	4.1	4	3.4	1.1	-1.2	10	-1.4
C=CCNc1ccc2c(c1)OC[C@H](Cc1ccccc1)NS2(=O)=O	0.7	-1	-4	1	·	12	·	0.1	-1.0	-3.1	-2.8
COC(=O)C1CN(C2CCCC2)CCS(=O)(=O)N1Cc1cn(Cc2ccccc2)nn1 (stereo not given)	-0.1	-5	0	1	·	0	·	0.1	-1.7	1.7	·
COc1ccc(OC)c(NC(=O)CSc2nc(=O)n(Cc3ccccn3)c3c2CCC3)c1	-0.8	2	0	-3	-1.3	5	-0.9	0.1	-1.4	-2.1	-1.6
Cc1ccc(-n2ncc3c(=O)[nH]c(SCC(=O)N4CCN(c5ccccc5)CC4)nc32)cc1	-0.6	-4	-1	2	0.7	-1	-0.3	0.8	-1.3	-0.1	-0.1
Fc1cccc(CCN2CCN=C2Nc2ccccc2)c1	-0.6	-6	0	1	-0.3	5	-0.9	-0.7	-0.9	0.4	0.0
COc1ccc(Cl)cc1Cn1c(C)c(C(=O)NCc2cccc(C(F)(F)F)c2)sc1=O	-0.3	0	-2	7	·	5	-2.6	-0.3	-1.4	2.7	-1.9
COc1cccc(C(CC(=O)Nc2cccc3ccccc23)NC(=O)c2ccccc2)c1 (stereo not given)	-0.2	1	0	1	0.1	-1	-2.0	0.0	-1.4	-0.4	-0.2
Cc1ccc(C)c(NC(=O)C(OC(=O)c2cc[n+]([O-])cc2)c2ccccc2)c1 (stereo not given)	-0.8	0	-2	-6	0.4	4	1.8	0.0	-0.3	0.7	-0.1
COc1cc(OC)c(OC)cc1CN1CCCC(C(=O)c2ccc3c(c2)OCO3)C1 (stereo not given)	-0.5	4	0	0	-1.5	-2	-0.8	-1.3	-1.5	2.9	-1.1
CC(=O)Nc1cccc2c1C(=O)N(c1cccc(OC(C)=O)c1)C2=O	-0.1	1	0	-14	-0.5	3	-1.8	-1.1	-0.9	-2.2	-2.2
COC(=O)c1c(-c2ccc(N(C)C)cc2)oc2c1C(OC)CCC2 (stereo not given)	1.1	-6	1	i	·	11	·	0.8	-0.2	4.3	0.8
CCOC(=O)c1c(NC(=O)CC)sc(C(=O)N2CCCCC2)c1C	-0.1	0	2	3	-1.0	-4	2.9	-2.7	-1.4	-0.3	-2.3
CCn1c(Cn2nnc(-c3ccccc3)n2)nnc1SCC(=O)N1CCOCC1	-0.1	1	1	3	-0.4	-1	0.8	-0.1	-1.8	-1.2	-1.0
CCN(CC)S(=O)(=O)c1ccc2c(c1)N(CC(=O)N1CCCC1)C(=O)CO2	-0.1	-4	4	-3	0.7	2	2.2	0.4	-0.8	-0.8	-2.2
COCCN(CCOC)Cc1cc(=O)oc2ccccc12	0.6	-9	5	-3	·	7	·	2.2	-1.0	-0.9	0.0
CCN(CC(=O)Nc1cc(Cl)ccc1C)C(=O)CSCc1c(C)noc1C	-1.1	-2	1	-4	-0.2	-7	1.9	-1.0	-1.4	-1.1	-0.2
CCOc1ccc(NC(=O)CNS(=O)(=O)c2c(C)cc(C)cc2C)cc1	1.3	6	-3	-3	0.3	-31	0.3	-0.7	-1.0	-0.4	0.1
COc1ccc(CCC(=O)Nc2ccc3c(c2)OCCO3)cc1	0.0	-6	0	0	1.5	-2	0.5	-0.9	-1.4	-1.8	0.3
O=C(Nc1ccc(S(=O)(=O)NCc2ccco2)cc1)c1cccc(F)c1	-0.4	-2	-2	-7	-0.5	-21	3.7	-1.1	-0.8	1.6	-2.2
COc1ccc(-c2cc(C(=O)NN)n(-c3ccccc3)n2)cc1	0.2	1	1	-4	0.8	18	4.1	-0.7	-0.1	7.6	-1.7
C/C(=N\Nc1ccccc1C(=O)O)c1ccncc1	1.1	7	4	-1	0.5	0	5.1	2.2	0.4	5.9	-2.2
C/C=C/c1ccc(OCCN2CCc3ccccc3C2)c(OC)c1	0.1	-1	-1	3	1.4	-7	4.5	1.2	-0.7	-1.5	-1.0
N#CCC(=O)N1CCCCCC1	-0.5	-4	-3	2	-0.8	-8	1.0	-2.0	-1.1	-1.8	0.8
Cc1nc(C(=O)O)sc1C1(C)CC(c2cccc([N+](=O)[O-])c2)=NO1 (stereo not given)	0.2	-5	1	-1	0.1	5	1.1	-1.8	-1.3	1.8	-0.9
Cc1cc(C)c[n+](CC(=O)c2ccc(NC(=O)c3ccccc3)cc2)c1	0.0	2	-2	-6	2.9	1	-2.4	0.3	-0.8	3.4	0.2
O=C(Nc1ccccc1)c1cnc2ccccc2n1	2.1	-2	7	1	-0.6	6	6.2	7.5*	1.1*	11*	0.8
COc1ccc(C(=O)Nc2ccc3nc(N4CCOCC4)sc3c2)cc1OC	0.0	5	-2	-15	-0.2	5	-0.5	1.0	0.1	-0.8	-0.6
CCc1cc(-c2ccc3c(c2)COc2c4ccccc4nn2-3)on1	4.5*	-18	3	-111	2.1	2	1.1	7.0*	0.3	8.1	1.3
CSc1ccc(C(=O)/C=C/c2ccc(N)cc2)cc1	1.2	-5	2	-11	2.1	-9	5.0	1.8	0.7	8.8	-0.3
COc1ccccc1N1CCN(C2CCCN(S(=O)(=O)c3ccc(C)cc3)C2)CC1 (stereo not given)	-2.9	-1	1	4	0.3	-1	0.9	-2.1	-1.4	-1.3	-2.8
CC1(C(=O)Nc2cccc3cccnc23)CCN1Cc1ccccc1OC(F)F (stereo not given)	-0.6	0	-3	-4	·	-8	3.5	-3.2	-2.4	1.4	0.2
COc1ccc2c(c1)c(=O)oc1c(C)c(OCc3cc(C(=O)O)oc3C)ccc12	0.1	-4	-1	-154	0.0	-2	4.7	2.0	-0.4	-2.1	-1.4
O=C(CCCNC(=O)c1ccc(Cl)cc1)Nc1ccc(F)c(S(=O)(=O)N2CCOCC2)c1	-1.9	0	0	-1	-0.1	-2	-1.2	-0.3	-1.1	-0.2	-1.1
Cc1cc(C)c(C)c(S(=O)(=O)N2CCCCC2C(=O)O)c1C (stereo not given)	0.1	2	0	2	1.6	0	-0.3	0.6	-0.9	-2.5	-1.7
COc1ccc(S(=O)(=O)N/N=C\c2ccc3c(c2)OCO3)c(OC)c1	-7.3	-6	-2	1	-1.6	0	-1.9	-4.1	-1.1	-2.4	-1.3
CCn1c(SCc2cccnc2)nnc1-c1c[nH]c2ccccc12	0.1	-3	1	4	-1.2	-1	-0.1	-1.0	-1.3	-1.9	1.7
Cc1ccc(NC(=O)C2(C)CCN2C(=O)Cc2ccc(C(C)C)cc2)cc1 (stereo not given)	-2.2	2	-3	1	·	4	-0.2	-1.3	-2.2	-2.0	-0.2
COc1ccc(OC(=O)COc2cccc(C)c2)cc1	0.0	-6	1	-2	1.5	3	0.4	-0.6	-1.0	-3.0	-0.9
COc1ccc(N2C(=O)NC(NS(=O)(=O)c3ccccc3)(C(F)(F)F)C2=O)cc1 (stereo not given)	0.0	-1	-1	-8	0.1	0	1.0	0.1	-0.7	0.7	-1.4
O=C(CN1C(=O)c2ccc([N+](=O)[O-])cc2C1=O)NCc1ccc(C(=O)O)cc1	-0.5	5	-4	-8	0.7	-1	1.1	0.1	-0.7	-2.0	-0.4
O=C(O)c1ccccc1Oc1ccc(Oc2ccccc2)cc1	0.0	-5	-1	-13	0.3	2	0.7	1.5	-0.8	1.2	0.0
CN(C(=O)CN1CCC(NC(=O)c2ccccc2Br)CC1)C1CCCCC1	-0.1	-5	1	2	1.5	-3	0.5	1.6	-1.1	0.2	-1.7
COc1ccc(CC(=O)NCc2nnc(SCC(=O)c3ccc(OC)cc3)n2C)cc1	0.5	-1	0	-5	-0.2	-14	-2.6	-2.9	-1.9	-1.9	-2.3
CCOc1ccc(NC(=O)CSc2nnc(-c3ccccn3)n2N)cc1	-1.3	3	-1	3	0.7	2	0.5	-0.5	-0.1	0.0	2.5
Cc1ccc(S(=O)(=O)Nc2c(C)cc([N+](=O)[O-])cc2C)cc1	-0.8	-3	-2	1	1.8	-14	2.4	-0.7	-1.1	0.9	-0.6
